Screening results: PubChem, several laboratories
NS5 inhibitors: Dengue-2 NS5 methyltransferase inhibitors, primary screen, biochemical, confirmation dose response (AID 588689). inhibition, % at 25 µM; hits with a dose series show IC50 in µM. 340,000 compounds, 0.3% hits. Dengue-2 NS5 methyltransferase capping enzyme assay, biochemical; higher % means a stronger effect; in the data active means a potency from the dose series; inconclusive means inhibition above about 29% without an active follow-up result
GPR35 arrestin U2OS: GPR35 antagonists blocking zaprinast-driven arrestin recruitment, primary screen, imaging, U2OS, beta-arrestin-GFP, zaprinast agonist (AID 2058). U2OS GPR35 beta-arrestin-GFP translocation imaging, zaprinast antagonism; higher % means a stronger effect. 290,000 compounds, 0.052% hits. inhibition, % at 10 µM; hits with a dose series show IC50 in µM;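 active means inhibition of at least 50% with at least 30 cells and total cytoplasm GFP at most 10,000,000; inconclusive means under 30 cells or total GFP of 10,000,000 plus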
SV40 large T antigen: SV40 large T antigen inhibitors, biochemical (AID 1903). SV40 large T antigen ATPase/helicase inhibition assay; higher % means a stronger effect. one-dose inhibition, % at 20 µM; IC50 in µM for titrated hits. 310,000 compounds, 0.39% hits; in the data active means a potency from the dose series; inconclusive means inhibition mostly from about 32% at the one dose, without a potency; inactive means the rest, 99 in 100 with inhibition below about 32%; further: strong numbers were not always called active
Salmonella PhoP GFP: inhibitors of PhoP regulon expression, primary screen, Salmonella Typhimurium, GFP reporter (AID 1863). S. Typhimurium PhoP-regulated promoter GFP reporter, 4 h; higher % means a stronger effect. inhibition, % at 50 µM; hits with a dose series show IC50 in µM. 300,000 compounds, 0.16% hits;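 active means inhibition over 29.93%, a cutoff 3 SD above the screen mean, later confirmed by dose response; inconclusive means inhibition over 29.93% but no dose response follow-up; inactive means inhibition at most 29.93% or unconfirmed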;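 further: 0% = low Mg2+ inducing control and 100% = high Mg2+ repressing control; strong numbers were not always called active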
MgcRacGAP inhibition: MgcRacGAP GTPase-activating activity inhibitors, confirmation, biochemical, ADP Hunter fluorescence; inhibition, % at 30 µM, or IC50 in µM where a hit was titrated; AID 624330; 340,000 compounds, 0.6% hits; MgcRacGAP-stimulated Rac1 GTP hydrolysis, ADP Hunter fluorescence; higher % means a stronger effect; GST-tagged Rac1 F28L mutant substrate;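 active means first-screen hits whose inhibition reached a set limit at any dose in the follow-up dose series; inconclusive means inhibition above the set first-screen limit but never retested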;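 further: fluorescence reports GDP produced by GAP-driven GTP hydrolysis; strong numbers were not always called active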
West Nile virus CPE: West Nile virus antiviral activity, cell-based, CPE readout (AID 1621) | West Nile virus-infected cells, CPE inhibition; higher % means a stronger effect | CPE inhibition, % at 10 µM, or IC50 in µM where a hit was titrated | 290,000 compounds, 0.02% hits; in the data active means a potency from the dose series; inconclusive means CPE inhibition mostly from about 3.7% at the one dose, without a potency; inactive means the rest, 99 in 100 with CPE inhibition below about 2.2%; further: strong numbers were not always called active
LYP phosphatase: inhibitors of LYP phosphatase, biochemical, fluorescence intensity, uHTS (AID 1779) | recombinant LYP phosphatase, fluorescence intensity; higher % means a stronger effect | one-dose inhibition, % at 11.5 µM; IC50 in µM for titrated hits | 290,000 compounds, 0.054% hits; in the data active means inhibition above about 50%;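 further: plate controls were vehicle with enzyme for no effect and no enzyme for full effect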
ER stress rescue: rescue of cells from ER stress-induced death, primary screen, 384-well, CSM14.1, thapsigargin, ATP luminescence (AID 1222) | CSM14.1 thapsigargin-induced death rescue, ATP luminescence; higher % means a stronger effect | one-dose cellular ATP content (survival), % at 20 µM; EC50 in µM for titrated hits | 190,000 tested, under 10 active;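 active means EC50 below 50 µM in the dose-response confirmation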;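 further: death triggered by thapsigargin at about 15 µM added after 2 h compound pretreatment; cell ATP read after overnight thapsigargin exposure of roughly 18 to 22 hours; normalized against plate controls of thapsigargin alone and 5% DMSO vehicle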
RSV CPE inhibition: inhibition of RSV-induced cytopathic effect – HEp-2 cells, primary 10 µM value included (AID 2391); HEp-2 cells, RSV-induced CPE inhibition; higher % means a stronger effect; CPE inhibition, % at 10 µM, or IC50 in µM where a hit was titrated; 310,000 compounds, 0.13% hits; in the data active means a potency from the dose series; inconclusive means CPE inhibition mostly from about 23% at the one dose, without a potency; inactive means the rest, 99 in 100 with CPE inhibition below about 21%; further: strong numbers were not always called active
NS5 inhibitors pilot replicate: further read-out of NS5 inhibitors, marked with its call; inhibition, %; measured here: pilot screen replicate inhibition
Numbers without * were called inactive; ? = inconclusive; . = no result given.

SMILES | NS5 inhibitors | GPR35 arrestin U2OS | SV40 large T antigen | Salmonella PhoP GFP | MgcRacGAP inhibition | West Nile virus CPE | LYP phosphatase | ER stress rescue | RSV CPE inhibition | others
C/C(=N\Nc1ccc([N+](=O)[O-])cc1)c1ccc(N)cc1 | -13.5% | 4.8% | 23.2% | 19.9% | 109µM* | 0.2% | -6.3% | -3.0% | 2.2%
C=CCNC(=O)CN1CCC(O)(c2ccccc2)CC1 | 2.1% | 9.2% | 4.5% | -8.3% | 20.4% | 0.2% | -0.4% | 1.4% | 1.2%
CCCCc1nc(NCCO)c(C#N)c2c1CCCC2 | -1.5% | -6.4% | -6.9% | 5.2% | 1.5% | -1.1% | -5.9% | 3.4% | 11.4%
O=C(O)c1ccccc1C(=O)OCc1ccccc1 | 2.0% | -3.8% | 9.4% | -9.9% | 3.8% | 0.1% | -1.1% | 1.5% | 1.1%
Cn1cccc1C(=O)Nc1nc(-c2ccccn2)cs1 | 0.6% | 5.4% | 9.6% | -2.3% | 10.5% | ? | -6.2% | -1.9% | -0.4% | NS5 inhibitors pilot replicate=5.8
Cc1cc(C)n2ncc(/C(N)=N/OC(=O)Nc3ccc(Cl)cc3)c2n1 | . | 3.7% | 12.2% | -0.2% | . | 0.1% | -5.3% | . | -0.7%
Cc1c(Cl)cccc1NC(=O)Nn1cnnc1 | -2.9% | -6.1% | 4.4% | -2.5% | 6.0% | -0.3% | -9.1% | . | -0.2%
CC(=O)Nc1ccc(S(=O)(=O)N2CCC(C(=O)c3ccc(Cl)cc3)CC2)cc1 | 2.5% | 2.1% | 24.8% | 0.3% | 1.2% | -0.8% | -5.9% | . | 4.0%
O=C(CSc1ccc(F)cc1)Nc1nnc(-c2ccco2)o1 | -10.3% | . | 15.0% | -9.2% | 8.7% | . | . | . | -1.1%
CCCN(C(=O)c1cc(Cl)nc2ccccc12)C1CCS(=O)(=O)C1 (stereo not drawn) | -5.0% | . | 7.8% | -8.9% | 3.7% | . | . | . | -0.6%
CNC[C@@H](C)NC[C@@H](Cc1ccccc1)NCCc1ccccc1 | 0.8% | -10.0% | 91.6% | 9.8% | 5.2% | -0.7% | -12.8% | . | -3.6%
COc1ccc(-c2ccc3c(n2)sc2c(=O)[nH]c(=O)[nH]c23)cc1OC | . | -16.7% | 4.0% | 8.7% | . | 1.6% | -2.4% | -0.8% | .
CCCCNc1nc2ccccc2n1CC(=O)Nc1c(C)cccc1CC | 1.4% | -5.5% | 7.1% | -2.3% | -0.8% | -1.0% | 0.2% | -1.2% | 0.0%
COc1ccc(CCNC(=O)c2sc3ccccc3c2Cl)cc1OC | -12.6% | 1.3% | 18.5% | -3.8% | 11.3% | -1.1% | -0.6% | -0.1% | ?
Cc1ccc(S(=O)(=O)N2CN(Cc3ccco3)c3nc4ccccc4nc32)cc1C | 8.1% | 24.4% | 23.2% | -27.0% | 19.4% | -0.6% | -4.1% | -2.1% | 2.6%
Cc1ccc(CCP(=O)(O)CN2CCOCC2)cn1 | 0.7% | 3.1% | 8.5% | -7.0% | 9.8% | 0.3% | -3.6% | . | -0.1%
Cc1ccc(S(=O)(=O)N2CCN(C(=O)C3CCN(C(=O)c4ccc(F)cc4)CC3)CC2)c(C)c1 | -5.2% | . | 4.1% | -2.4% | 4.8% | . | . | . | 19.4%
COc1ccc(CNCc2ccc3c(c2)OCO3)cc1Br | -9.5% | 0.2% | 8.6% | 9.1% | 25.1% | -0.9% | -4.6% | . | 0.6%
O=C(Nc1nc(=O)n(C(=O)C2CC2)s1)c1ccccc1 | -4.8% | 5.8% | 9.9% | -16.6% | 14.9% | -0.7% | -0.8% | -1.8% | -0.6%
Cc1ccc(C2C3=C(CCCC3=O)Nc3nc(SCC(=O)NCc4ccco4)[nH]c(=O)c32)cc1 (stereo not drawn) | -3.5% | 5.9% | 32.6% | 13.8% | -0.3% | -0.4% | -1.4% | -1.2% | -1.5%
COC(=O)c1cn[nH]c1NC(=S)Nc1ccc(Cl)c(Cl)c1 | -7.3% | -2.8% | 8.5% | 0.9% | 1.8% | 1.0% | 1.9% | -2.7% | 2.7%
CC(C)CNC(=O)c1cccc2c1-c1ccccc1C2=O | -5.8% | -15.0% | 4.6% | 3.0% | 11.5% | -0.6% | -6.3% | . | -0.2%
CCN(CC)C(=O)CSc1nnc(CCN)o1 | 0.0% | 4.2% | 16.5% | -5.7% | 8.9% | 1.8% | -11.8% | 0.0% | -0.2%
COCc1cc(C)nc2oc(C(=O)c3ccccc3)c(N)c12 | -1.5% | -10.8% | 4.4% | -8.6% | -2.2% | 0.0% | -2.3% | -1.6% | 0.4%
CC(=O)c1ccccc1NC(=O)Cn1c(=O)cnc2ccccc21 | -1.8% | -0.3% | 5.2% | 1.3% | -1.0% | -0.5% | -1.7% | -2.5% | 7.3%
Cc1ccnc(SCc2ccc(C(=O)O)cc2)n1 | -1.4% | 17.8% | -0.4% | -1.8% | -3.1% | -0.5% | -7.1% | . | -0.9%
COc1ccc(CCNC(=O)CN(c2cc(C)cc(C)c2)S(=O)(=O)c2c(C)noc2C)cc1OC | 4.4% | 16.7% | 11.0% | -2.3% | -12.1% | -0.3% | -5.7% | . | -0.1%
CN(C)c1nc(OCCNC(=O)Nc2ccccc2)nc(N2CCCCC2)n1 | -4.5% | 1.4% | 2.2% | -6.0% | 0.3% | -1.2% | -4.9% | -1.3% | 8.8%
C#CCOCCOCCOCCNc1nc(N2CCN(C(=O)[C@H]([C@@H](C)CC)n3cc(CCCN=C(N)N)nn3)CC2)nc(N2CCN(C(=O)[C@H](Cc3ccc(O)cc3)n3cc(CCO)nn3)CC2)n1 | 7.6% | -6.4% | 0.7% | 1.1% | 6.7% | 0.2% | -7.6% | -3.4% | -1.1%
Cc1c(CC(=O)NCCCC(=O)O)c(=O)oc2cc3c(cc12)CCC(C)(C)O3 | -7.8% | 5.2% | 6.1% | -5.3% | 10.2% | 0.0% | -13.5% | . | 1.0%
Cc1cc(NC(=O)CCC(=O)N(CC(=O)NC2CCCC2)Cc2cccs2)no1 | . | 18.7% | 9.3% | 4.9% | -3.7% | 0.1% | -7.4% | 0.5% | 0.2%
CCCCCN(C(=O)CCC(=O)OCC(=O)N(C)Cc1ccccc1C)c1c(N)n(CCCC)c(=O)[nH]c1=O | 6.6% | . | 14.0% | -7.1% | 8.0% | . | . | . | -1.8%
O=C(N/N=C/C=C/c1ccccc1)c1ccccn1 | -4.6% | -2.2% | 5.8% | -2.9% | 2.1% | 0.4% | -3.6% | . | 2.1%
Cc1cccc[n+]1CC(=O)N1c2ccccc2Sc2ccccc21 | 1.5% | -13.7% | . | . | 7.1% | 0.5% | -5.1% | -0.5% | 0.7%
CC(C)OC(=O)c1ccc(S(N)(=O)=O)o1 | 0.0% | 6.8% | 2.5% | 11.6% | 8.7% | 0.0% | -4.7% | -0.9% | 1.8%
O=S(=O)(NCC(c1ccco1)N1CCN(c2ccccc2F)CC1)c1ccc(F)cc1 (stereo not drawn) | -3.2% | -6.2% | 0.4% | 9.0% | 3.3% | -2.3% | -3.0% | 1.9% | 3.8%
Cn1c(=O)c2c(nc(SCC(=O)O)n2Cc2cccc(C(F)(F)F)c2)n(C)c1=O | -8.1% | -3.5% | 2.6% | -12.6% | 13.7% | 0.1% | 1.5% | . | 1.5%
CC(=O)c1sc(NC(=O)c2cccc3ccccc23)nc1C | 5.6% | -1.0% | 3.8% | -1.3% | 9.4% | 1.4% | -7.4% | 0.2% | -0.3%
O=C(COc1ccc(Cl)cc1Cl)NNC(=O)c1cccnc1 | -4.1% | 5.5% | 2.7% | 3.7% | 5.5% | 0.3% | -3.3% | . | 1.4%
CC(CCc1ccccc1)NC(=O)CCC(=O)N1CCC(C(N)=O)CC1 (stereo not drawn) | -2.9% | 5.3% | 11.2% | -12.7% | 2.4% | -0.1% | -1.0% | . | 0.4%
Cc1cccc(NC(=O)CSCC(=O)Nc2nnc(C3CC3)s2)c1 | -6.4% | -1.9% | 27.4% | -0.9% | 9.2% | -0.1% | -4.8% | . | 0.7%
COC(=O)CCCNC(=O)c1ccc2nc(Cc3ccc(OC)cc3)oc2c1 | -6.1% | 7.5% | 10.2% | 0.5% | 11.1% | -0.2% | -2.3% | . | 0.3%
O=C(Nc1ccc2c(c1)OCO2)c1cc(-c2ccccc2Cl)on1 | -12.7% | 5.8% | 5.5% | -7.1% | -1.8% | -0.1% | 2.8% | . | 12.6%
Cc1nc2ccccn2c1/C(O)=C1\C(=O)C(=O)N(CCCn2ccnc2)C1c1ccncc1 (stereo not drawn) | 8.8% | 19.5% | -2.3% | 7.4% | 4.7% | -0.2% | -3.7% | -0.8% | -0.8%
COc1cc(C(=O)Nc2ccc3c(c2)Cc2ccccc2-3)cc(OC)c1OC | -2.7% | 12.6% | 6.1% | -3.3% | 11.3% | -0.3% | -10.4% | -1.9% | 1.9%
COc1ccc(OC)c(N(CC(=O)Nc2ccc3c(c2)OCO3)S(=O)(=O)c2ccccc2)c1 | -1.6% | -10.4% | -0.8% | -3.7% | 2.5% | 0.0% | 2.5% | -0.5% | 0.1%
Cc1cc(C)c(S(=O)(=O)NCCn2c(C)cc3ccccc32)c(C)c1 | 0.7% | -4.2% | 3.6% | 21.8% | 2.1% | -0.5% | 4.2% | -1.1% | 1.2%
O=C(O)CCCC(=O)Nc1ccn(-c2ccccc2)n1 | 0.0% | 6.5% | 2.5% | 3.9% | 8.1% | -0.1% | -0.8% | -1.1% | 1.0%
COc1ccc(-n2c(SCC(=O)Nc3ccccc3)nc3c(c2=O)SCC3)cc1 | -1.4% | -32.9% | 8.0% | 5.5% | 7.3% | -0.1% | -4.8% | 0.9% | 4.1%
Cc1[nH]n(-c2ccccc2)c(=O)c1Sc1ccc(Cl)cc1 | 13.9% | 10.0% | 35.5% | -5.3% | 0.6% | 0.9% | -2.3% | -1.8% | 2.8%
Cc1ccc2c(CN3CCCCC3)cc(=O)oc2c1C | -6.2% | -0.9% | 5.1% | 20.0% | 6.8% | -0.1% | -8.5% | . | 1.1%
O=C1CNC(=S)N1Cc1ccccc1Cl | -4.2% | 6.9% | 10.3% | -2.8% | -0.7% | 0.0% | -6.3% | . | 0.7%
O=C(/C=C/c1ccccc1O)c1ccco1 | -18.2% | 8.4% | 7.8% | 8.6% | -13.8% | -0.3% | -7.7% | . | 0.4%
